# Screening results from PubChem BioAssay.
# p53null 32C kill – qHTS Screen for Compounds that Selectively Target Cancer Cells with p53 Mutations: Cytotoxicity of p53 Null Cells at the Permissive Temperature; Potency, µM (titrated, usually from 46.1 µM), without a hit: at the top dose activity change, negative = cytotoxicity, usual class: cytotoxic; AID 903, 2007; H1299-neo p53 null cells, ATP luminescence, 24 h, 32C; actives 0.62% (n = 55,000);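 note: 0% = DMSO only and -100% = full killing by 100 µM tamoxifen; nearly all actives have a fitted effect of over 55% in size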
#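 Overnight 37C seeding (600 cells/well) of H1299-neo preceded a 24 hr, 32C exposure to compounds up to 46 uM. ATP levels, read by luminescence after 20 min at RT, indicated surviving cells.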
# p53null 39C kill – qHTS Screen for Compounds that Selectively Target Cancer Cells with p53 Mutations: Cytotoxicity of p53 Null Cells at the Nonpermissive Temperature. H1299 p53-null (neo) cells, 39C, ATPlite viability, 24 h. Potency, µM (top dose mostly 46.1 µM), without a hit: at the top dose activity, negative = cell killing, most hits filed as cytotoxic. actives 0.97% (n = 55,000). AID 904, 2007;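 note: 0% = DMSO only and -100% = full killing by 100 µM tamoxifen; nearly all actives have a fitted effect of over 50% in size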
#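 Concentration-response (up to 46 uM) was run for 24 h at the nonpermissive 39C on H1299-p53A138V or H1299-neo cells. ATP content was measured with ATPlite luminescence. AC50 values were Hill-modeled after normalizing between DMSO and 100 uM tamoxifen killing.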
# Active calls of the source: *; ? = inconclusive; [ ] = another dose, or the depositor's remark. Calls come from the whole dose curve; as a rule, active = well fitted cell-killing curve with a large enough effect; inconclusive = small, poorly fitted or top-dose-only effect; inactive = no such curve, though single readings can be large or run the other way. Potency is the fitted concentration of half-maximal effect.
SMILES,p53null 32C kill,p53null 39C kill
CN(C(=O)Cc1ccccc1)n1cnnc1,-3%,-12%
COc1cc2c(cc1OC)C1(CCCC1)CNC2C (stereo not given),-3%,-4%
Nc1ccc(C(=O)Nc2ccco2)cc1,-5%,21%
Cc1cc(N2CCCC2=O)cc(C)c1CN1C(=O)c2ccccc2C1=O,-2%,16%
CCOc1cc(/C=C2/NC(=O)N(Cc3ccccc3F)C2=O)ccc1O,-4%,-8%
CCCSc1nnc2[nH]c(=O)cc(N)n12,-9%,-3%
C=CCO/N=C(\C)c1c(O)c(C)c(-c2ccccc2)n(-c2ccccc2)c1=O,10%,-4%
COc1cc(/C=N/NC(=O)c2ccoc2C)ccc1O,-1%,17%
CCOC(=O)c1c(NC(=O)COC)sc(C)c1C,-2%,-10%
CCOc1ccc(N2C(=O)CC(N)C2=O)cc1 (stereo not given),-2%,0%
CC(=O)NC1=NN(C(C)=O)C(C)(CS(=O)(=O)c2ccc3ccccc3c2)S1 (stereo not given),-6%,-2%
CCOC(=O)N1CCC(NC(=O)Cn2ncc3c4ccccc4n(C)c3c2=O)CC1,-3%,3%
Cc1ccc(C(=O)CN(Cc2ccccc2)C2=NCCS2)cc1,3%,12%[1.84 µM]
Cc1cc(N2CCN(c3cccc(C)c3C)CC2)nc(-c2ccccc2)n1,-4%,-5%
CN(C)Cc1ccc(O)c(CCc2ccccc2)n1,0%,-16%
Cc1cccc(NCN2C(=O)c3ccncc3C2=O)n1,5%,0%
CS(=O)(=O)N1CCC(C(=O)Nc2ccc(F)cc2F)CC1,-10%,0%
O=C(NC1(C(=O)NC2CCCCC2)CCCCC1)c1ccc2c(c1)OCO2,-2%,3%
COCCCN(Cc1ccccn1)S(=O)(=O)Cc1ccccc1,-1%,5%
Cc1nnc(SCC(=O)NC(C)(C)C)n1CCc1ccccc1,0%,-1%
CCC(=O)Nc1cccc2c1C(=O)N(C)C2=O,-6%,-14%
CC1(C)CC(=O)C2=C(C1)OC(N)=C(C#N)C2c1cn(-c2ccccc2)nc1-c1ccc(F)cc1 (stereo not given),47%[activator],3%
CCOP(=O)(c1ccccc1)c1nc(-c2ccccc2Cl)oc1N1CCCCC1 (stereo not given),2%,-3%
CCn1c(SCc2ccc(Cl)cc2)nnc1-c1ccccc1,1%,40%
COc1ccc2c(c1OC)C(=O)N(c1ccc(C)c(C)c1)C2=O,-7%,0%
O=C(O)c1ccc(N(c2ccccc2)c2ccccc2)cc1,10%,0%
COc1cc2c(cc1OC)C(C)N(C(C)=O)CC2 (stereo not given),-3%,-2%
CCOC(=O)c1cc2cc3ccccc3cc2[nH]1,-3%,-15%
CCOc1nc(-c2ccccc2)ccc1-c1noc(-c2ccco2)n1,-1%,7%
O=C(CN1CCN(Cc2ccccc2Cl)CC1)N=Nc1c(O)[nH]c2ccccc12,2%,6%
COc1cc(OC)cc(C(=O)N2CCN(C(=O)c3ccc(OC)c(OC)c3)CC2)c1,4%,10%
COc1ccc(NC(=S)Nc2ccc(OCc3ccccc3)cc2)cc1OC,5%,-18%
O=C(c1cc(C2CC2)nc2ccccc12)N1N=C(C(F)F)CC1(O)C(F)F (stereo not given),-2%,?
C=C(C)c1cccc(C(C)(C)NC(=O)N2CCN(CC)CC2)c1,3%,-1%
COc1ccc(CN2C(=O)Cc3c2nc(N)c2c(N)nc(N4CCCCC4)c(C#N)c32)cc1,2%,12%
CCOc1cccc2cc(C(=O)N3CCN(C/C=C/c4ccccc4)CC3)c(=O)oc12,-3%,-6%
CCN1C(c2ccccc2)=C(c2ccccc2)S/C1=C/C=C1\SC(=S)N(C)C1=O,-9%,-19%
c1coc(CN(Cc2ccco2)c2ncnc3c2oc2ccccc23)c1,22%,-16%
CCCS(=O)(=O)n1nc(-c2ccc(OC)cc2OC)cc1N,2%,9%
COc1ccc(C(=O)Nc2ccccn2)cc1,14%,16%
COc1cc(S(=O)(=O)N2CCN(C)CC2)ccc1Cl,-7%,-2%
Cc1ccc(-c2noc(CNc3ccccc3)n2)cc1,-8%,-5%
CCO/N=C(/C)c1c(O)c(C)c(-c2ccccc2)n(-c2ccccc2)c1=O,-11%,9%
S=C1NNC2(NN1)C1CC3CC(C1)CC2C3,-9%,-6%
O=C1CC(N2CCN(c3ccccn3)CC2)C(=O)N1CC(c1ccccc1)c1ccccc1 (stereo not given),5%,10%
COc1ccc(NCc2nnc(SCC(=O)NCc3ccco3)n2-c2ccccc2OC)cc1,15%,10%
Cc1cc(C)cc(N(CC(=O)Nc2cccc(C)n2)S(=O)(=O)c2c(C)noc2C)c1,10%,8%
Cc1ccc2[nH]c3c(c2c1)CN(C)CC3,1%,8%
COc1ccc(Cl)cc1Nc1nc(C)cc(C)c1C(N)=O,4%,2%
COCCNC(=O)CN(C(=O)Cn1nnc2ccccc21)c1ccc(C)c(F)c1,-5%,19%
COc1ccc(-c2cc3ccc(OCc4nn[nH]n4)cc3oc2=O)cc1,13µM*,10µM*
COc1nn(CC(=O)N2N=C(C)CC2(O)C(F)(F)F)cc1[N+](=O)[O-] (stereo not given),-11%,1%
Cc1sc2nc(CN(C(=O)NC3CCCCC3)C3CCCC3)[nH]c(=O)c2c1C,-4%,-21%
Cc1cc(=O)oc(C)c1C(=O)NC1CC(C)(C)NC(C)(C)C1,-4%,-12%
CCOc1ccc(OCC(=O)OCn2c(SC)nnc(C)c2=O)cc1,1%,19%[1.84 µM]
Cc1ccc(C(=O)NC(=S)NNC(=O)c2ccccc2[N+](=O)[O-])cc1,?,0%
CCN(CC)C(C)C(=O)NCC1(c2ccccc2)CCOCC1 (stereo not given),10%,32%
CCOc1ccc(CN(CCC#N)C(=S)NC(=O)c2ccccc2)cc1,?,-1%[1.84 µM]
COCCNC(=O)CN1C(=O)CSc2ncccc21,4%,4%
O=C(CSc1ccc(-c2ccc(F)cc2)nn1)NCc1ccco1,0%,17%

# (further entries)
SMILES,p53null 32C kill,p53null 39C kill
Cc1ccc2nc(N3CCN(C=O)CC3)nc(-c3ccccc3)c2c1,2%,12%
Cc1ccccc1NC(=O)C1C2CCC(O2)C1C(=O)O (stereo not given),10%,24%
CNC(=O)CCCCCNS(=O)(=O)c1ccc(C)cc1,-14%,-5%
O=C(CSc1nc2c(c(=O)n1-c1ccc(Br)cc1)SCC2)NCC1CCCO1 (stereo not given),-1%,23%
CN(C)c1nc(OCCNC(=O)COc2ccccc2Cl)nc(N(C)C)n1,-3%,-12%
CC(=O)Nc1cccc2c1C(=O)N(c1ccc(C)cc1)C2=O,-9%,-8%
O=C(Nc1ccc(Br)cc1F)C1CCCO1 (stereo not given),2%,10%
CCc1ccc(NC(=O)CN2C(=O)CSC2=O)cc1,7%,17%
Cc1ccc(-c2nc3ncccn3c2Nc2ccc3c(c2)OCO3)o1,1%,-20%
Cc1ccc(CNc2oc(-c3ccco3)nc2S(=O)(=O)c2ccccc2)cc1,14%,2%
O=C(CSc1nnc2ccccn12)Nc1cccc(S(=O)(=O)N2CCOCC2)c1,3%,27%
Cn1cc(/C=C2\SC(=O)N(c3ccccc3)C2=O)c2ccccc21,7%,9%
O=C(CSc1nnc(CNc2ccc(F)cc2)n1Cc1ccccc1)NCc1ccccc1,2%,5%
COc1ccc(OCc2cccc(C(=O)Nn3cc([N+](=O)[O-])cn3)c2)cc1,4%,-4%
COc1ccc(N2C(=O)CC(NCc3ccc(F)cc3)C2=O)cc1 (stereo not given),-11%,-23%
CCCCN(C)C(=O)c1c[nH]c2ccc(S(=O)(=O)N3CCOCC3)cc2c1=O,-3%,-11%
O=C(O)/C(=C1\OC(=O)c2ccccc21)c1ccccc1,4%,13%
Cc1ccccc1NC(=O)C1c2ccccc2Oc2ccccc21,-9%,12%
O=C(CNC(=O)/C=C/c1ccccc1)N=Nc1c(O)n(Cc2ccccc2)c2ccccc12,4%,3%
CCCCN(C)C(=O)CCCc1c[nH]c2ccccc12,-9%,-8%
Cc1ccc(CSCC(=O)N2CCN(Cc3ccc4c(c3)OCO4)CC2)cc1,-7%,-3%
CC(=O)NC1=NN(C(C)=O)C(c2cccs2)S1 (stereo not given),2%,5%
Cc1ccc(S(=O)(=O)C2C(=O)N(C)C3(C)CC2c2ccccc2O3)cc1 (stereo not given),-10%,-9%[1.84 µM]
CC(OC(=O)c1cc2c(ccc3ccccc32)oc1=O)c1nc2ccccc2s1 (stereo not given),-1%,-6%
Cc1nnc(SCC(=O)Nc2ccc(Cl)cn2)[nH]c1=O,0%,11%
O=C(Nc1nc(-c2nc3ccccc3s2)cs1)c1ccco1,-19%,0%
Cc1cccc(OCC(=O)Nc2ccc(S(=O)(=O)N3CCN(C)CC3)cc2)c1,5%,-8%
CC12CNCC(C)(CN(C(c3ccccc3)c3ccccc3)C1)C2,-1%,-19%
COC(=O)c1ccc(CSc2nc3c(c(=O)n2-c2ccc(F)cc2)SCC3)o1,-5%,-2%
CC(=O)OC1COC(n2ccc3cc([N+](=O)[O-])ccc32)C(OC(C)=O)C1OC(C)=O (stereo not given),-2%,-7%
COC1(OC)C(/C=C/c2ccc(Cl)cc2)C(C#N)(C#N)C1(OC)OC (stereo not given),?,95%[activator]
O=C(NCc1ccco1)c1ccc2c(=O)n(CC3CCCO3)c(=S)[nH]c2c1 (stereo not given),-2%,-3%
NC(=O)c1cc2nc(-c3ccco3)cc(C(F)(F)F)n2n1,-5%,9%
O=C(CSc1nnnn1-c1ccccc1)NCc1ccco1,-11%,-2%
Cc1ccccc1OCC(=O)N/N=C/c1cccc(Oc2ccc([N+](=O)[O-])cc2[N+](=O)[O-])c1,5%,10%
COC(=O)Cn1cnc2c1c(=O)n(C)c(=O)n2C,1%,-5%
CC1=C(C(=O)Nc2ccc(C)cc2)C(c2ccco2)NC(=O)N1 (stereo not given),-3%,8%
CCOc1cc(CNCCc2ccccc2)ccc1OCC(=O)NC(C)(C)C,-1%,16µM*
CCOc1ccc(N(CC)S(=O)(=O)c2ccc3c(c2)oc(=O)n3C)cc1,-6%,-6%
O=C(NCCc1ccccc1)c1nc2c(nnn2Cc2ccccc2Cl)c(=O)[nH]1,-7%,-1%

# For reference, 14 of the compounds above:
SMILES,p53null 32C kill,p53null 39C kill
O=C(Nc1nc(-c2nc3ccccc3s2)cs1)c1ccco1,-19%,0%
Cc1cccc(OCC(=O)Nc2ccc(S(=O)(=O)N3CCN(C)CC3)cc2)c1,5%,-8%
CC12CNCC(C)(CN(C(c3ccccc3)c3ccccc3)C1)C2,-1%,-19%
COC(=O)c1ccc(CSc2nc3c(c(=O)n2-c2ccc(F)cc2)SCC3)o1,-5%,-2%
CC(=O)OC1COC(n2ccc3cc([N+](=O)[O-])ccc32)C(OC(C)=O)C1OC(C)=O (stereo not given),-2%,-7%
COC1(OC)C(/C=C/c2ccc(Cl)cc2)C(C#N)(C#N)C1(OC)OC (stereo not given),?,95%[activator]
O=C(NCc1ccco1)c1ccc2c(=O)n(CC3CCCO3)c(=S)[nH]c2c1 (stereo not given),-2%,-3%
NC(=O)c1cc2nc(-c3ccco3)cc(C(F)(F)F)n2n1,-5%,9%
O=C(CSc1nnnn1-c1ccccc1)NCc1ccco1,-11%,-2%
Cc1ccccc1OCC(=O)N/N=C/c1cccc(Oc2ccc([N+](=O)[O-])cc2[N+](=O)[O-])c1,5%,10%
COC(=O)Cn1cnc2c1c(=O)n(C)c(=O)n2C,1%,-5%
CC1=C(C(=O)Nc2ccc(C)cc2)C(c2ccco2)NC(=O)N1 (stereo not given),-3%,8%
CCOc1cc(CNCCc2ccccc2)ccc1OCC(=O)NC(C)(C)C,-1%,16µM*
CCOc1ccc(N(CC)S(=O)(=O)c2ccc3c(c2)oc(=O)n3C)cc1,-6%,-6%

# More results follow.
SMILES,p53null 32C kill,p53null 39C kill
COc1ccc(CNC(=O)c2c(C)nc3ccccn23)cc1,-2%,10%
COc1cccc(C(C(=O)NC2CCCCC2)N(CC2CCCO2)C(=O)CNC(=O)c2ccco2)c1 (stereo not given),2%,11%
Cc1c(NC(=O)CN2C(=O)c3ccccc3S2(=O)=O)c(=O)n(-c2ccccc2)n1C,3%,29%
CCOC(=O)C1=C(N)Oc2c(oc(CO)cc2=O)C1c1ccc(F)cc1 (stereo not given),2%,4%
CC(C)(C)C(=O)NC1(C(F)(F)F)N=C2SCCN2C1=O (stereo not given),17%,2%
CCn1cc(C(=O)NCCC2=CCCCC2)c(=O)c2cc(S(=O)(=O)N(C)C)ccc21,8%,-4%
COc1cc(CNCC(C)C)c(Br)cc1OCC(=O)NCc1ccccc1,2%,6%
CC(NC(=O)Nc1ccccc1)C(c1cccs1)N1CCOCC1 (stereo not given),5%,0%
O=C(N/N=C/c1ccc([N+](=O)[O-])s1)c1cccc(Br)c1,0%,?
O=C(c1ccccc1)c1c[nH]c2cc3c(cc2c1=O)OCCO3,-1%,10%
Cc1ccc2nc(N(CCCN(C)C)C(=O)CCc3ccccc3)sc2c1,-13%,12%
CCCc1nnc2n1N=C(c1ccc(-c3cc(Cl)ccc3Cl)o1)CS2,3%,19%
O=C(Nc1ccccc1)N(CCCN1CCOCC1)Cc1cc2cc3c(cc2[nH]c1=O)OCCO3,1%,-16%
Cc1ccc(NC(=O)CSc2nnc(-c3cccnc3)n2-c2ccc(C)cc2)cc1,8%,-20%
CC1CN(C(=O)CCN2C(=O)c3ccccc3C2=O)CC(C)O1 (stereo not given),-8%,31%[activator]

# An excerpt; the hit share may differ from the screen's.
